Eya2 phos inh = Eya2 (human) phosphatase inhibition. recombinant Eya2, OMFP fluorescence dephosphorylation (OMFP is methylfluorescein phosphate). 330,000 tested, 0.006% active. O00167. Potency, µM (series often up to 76.9 µM), inactives show at the top dose activity, negative = inhibition, most hits filed as inhibitors. AID 488837; further: potency means the concentration at half of the fitted maximal effect; on the % scale 0 is the no-effect control and ±100 the full control effect
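Eya2 protein (added as 0.2 uM solution) was preincubated with compound for 10 min at ambient temperature in 50 mM HEPES pH 7.5, 50 mM NaCl, 5 uM MgCl2, 0.05% BSA, 1 mM DTT. OMFP (added at 50 uM) then reacted 10 min; fluorescence read at 485/525 nm.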
USP2a inh = blocks human ubiquitin-specific protease USP2a; USP2 core, Ub-CHOP2 coupled fluorogenic reporter, 485/531; Potency, µM (highest dose often 38.3 µM), without a hit: top-dose activity change, negative = inhibition, hits mostly inhibitors; O75604; 330,000 tested, 0.01% active;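 further: potency means the concentration at half of the fitted maximal effect; plate controls were DMSO wells for no effect and full inhibition by NEM control for full effect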
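USP2 core (10nM final) preincubated 30min RT with compound in 20mM Tris-HCl pH 8.0, 2mM CaCl2, 2mM beta-mercaptoethanol, 0.05% CHAPS; 25nM Ub-CHOP2 plus 25nM reporter substrate added, fluorescence (Ex485/Em531) read after 60min.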
TSHR antagonist = antagonists of human thyroid stimulating hormone receptor; TSHR-expressing cells, TSH-stimulated cAMP HTRF, 2 h; stronger effect = lower value; activity change, negative = inhibition, % at 11.5 µM; 330,000 tested, 0.2% active;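 active means activity change below a set negative limit, meaning inhibition stronger than a set level, cut at about -70% in these data; inconclusive means activity change between two set negative limits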; further: on the % scale 0 is the no-effect control and ±100 the full control effect
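Read-out is FRET at 665 nm (cryptate excitation 337 nm) from a cryptate-tagged anti-cAMP antibody, competed by cell cAMP against cAMP-d2. Compounds are tested on freshly harvested TSHR cells challenged with 4nM TSH (EC80) for 2 hours at 37 deg C.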
PKM2 act = PKM2 (human) enzyme activation; P14618; purified PKM2, Kinase-Glo ATP luminescence, activation; response scale: 0% is enzyme alone, no compound; Potency, µM (titrated, usually from 57.5 µM), without a hit: at the highest dose activation, actives largely listed as activators; 260,000 tested, 0.34% active; AID 1631; further: potency means the concentration at half of the fitted maximal effect; on the % scale 0 is the no-effect control and ±100 the full control effect; nearly all actives have a fitted effect of over 55% in size
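Purified hPK-M2 (>95% pure) converted ADP (0.1 mM final) to ATP with 0.5 mM PEP in 50 mM imidazole pH7.2, KCl, MgCl2, Tween 20, BSA; 1 h at room temperature. ATP detected by Kinase-Glo luminescence.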
Mito fusion act = blocks mitochondrial division or promotes mitochondrial fusion. S. cerevisiae fusion-defective mutant growth rescue, CellTiterGlo 48 h. 320,000 tested, 0.23% active. AID 485298. Potency, µM (top dose mostly 46.1 µM), inactives show at the highest dose growth rescue (activation), usual class: activators;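 further: potency means the concentration at half of the fitted maximal effect; % of control where 0% means no effect; nearly all actives have a fitted effect of over 45% in size; temperature-sensitive fusion mutants such as fzo1-1 at 37 °C on non-fermentable ethanol glycerol medium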
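Luminescent cell viability in 1536-well qHTS format served as the measure of rescued growth in ts fusion-mutant S. cerevisiae cultured on non-fermentable YPEG for 48 hours at 37C.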
Menin-MLL TR inh = menin-MLL binding inhibition, Texas Red mutant peptide | Potency, µM (top dose mostly 61.6 µM), for the others: at the highest dose FP activity change, negative = inhibition, most hits filed as inhibitors | 270,000 tested, 0.23% active | Menin + Texas Red MLL mutant peptide, fluorescence polarization | O00255 | AID 1768; active means well fitted inhibition curve with a large enough effect in the polarisation, with a control signal flat, not every such curve was filed as active; inconclusive means small, poorly fitted or top-dose-only effect, or effect the other way, or a change in a side signal; inactive means no such curve, though single readings can be large or run the other way; the % refers to the polarisation; further: potency means the concentration at half of the fitted maximal effect; % of control where 0% means no effect; many of its hits are not listed in these tables
MBNL1-CUG inh = inhibitors of human MBNL1 binding to CUG repeat RNA. TR-FRET MBNL1-His/biotin-(CUG)12 binding, 665/545 ratio. 280,000 tested, 0.036% active. Potency, µM (series often up to 57.5 µM), for inactives: at the highest dose activity change, negative = inhibition, usual class: inhibitors. Q9NR56; active means well fitted inhibition curve with a large enough effect in the signal ratio, with a control signal flat, not every such curve was filed as active; inconclusive means small, poorly fitted or top-dose-only effect, or effect the other way, or a change in a side signal; inactive means no such curve, though single readings can be large or run the other way; the % refers to the signal ratio; further: potency means the concentration at half of the fitted maximal effect; on the % scale 0 is the no-effect control and ±100 the full control effect
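MBNL1-His + Biotin-(CUG)12, cpd titration 92 nM–58 uM; Tb anti-His Ab 0.055 ng/ul, SA-XL665 5 nM (final); 60 min RT; ratiometric 665/545 nm, Ex 340 nm; normalized to buffer and full-complex controls.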
Chronic BCR inh = chronic active BCR signaling inhibition; AID 493014; 340,000 tested, 0.05% active; ABC-DLBCL IkBa-CBG/CBR reporter, luminescence ratio, 4 h; Potency, µM (highest dose often 46.1 µM), for inactives: top-dose ratio change, negative = lower green/red ratio, most hits filed as inhibitors; active means well fitted inhibition curve with a large enough effect in the signal ratio, with a control signal flat, not every such curve was filed as active; inconclusive means small, poorly fitted or top-dose-only effect, or effect the other way, or a change in a side signal; the % refers to the signal ratio;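 further: potency means the concentration at half of the fitted maximal effect; plate controls were basal doxycycline-induced cells for no effect and cells given 10 µM MG132 for full effect; MG132 reads +100%, hits lower the ratio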
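Compounds up to 46 uM were incubated four hours with TMD8 cells whose green CBG68 luciferase is fused to IkappaBalpha; red CBR luminescence normalised the signal, and concentration-effect curves were fitted to fusion, red and ratio data.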
KCNH2 WT inh = blocks the wildtype human KCNH2 potassium channel | Q12809 | U2OS, BacMam KCNH2, thallium flux FluxOr; stronger effect = lower value | activity change, % at 1.84 µM | 340,000 tested, 0.37% active | AID 720551;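 active means maximum activity change below -70%; inconclusive means maximum activity change between -70% and -50%; inactive means maximum activity change above -50%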; further: on the % scale 0 is the no-effect control and ±100 the full control effect
Target sequence (Q12809 whole entry, looked up): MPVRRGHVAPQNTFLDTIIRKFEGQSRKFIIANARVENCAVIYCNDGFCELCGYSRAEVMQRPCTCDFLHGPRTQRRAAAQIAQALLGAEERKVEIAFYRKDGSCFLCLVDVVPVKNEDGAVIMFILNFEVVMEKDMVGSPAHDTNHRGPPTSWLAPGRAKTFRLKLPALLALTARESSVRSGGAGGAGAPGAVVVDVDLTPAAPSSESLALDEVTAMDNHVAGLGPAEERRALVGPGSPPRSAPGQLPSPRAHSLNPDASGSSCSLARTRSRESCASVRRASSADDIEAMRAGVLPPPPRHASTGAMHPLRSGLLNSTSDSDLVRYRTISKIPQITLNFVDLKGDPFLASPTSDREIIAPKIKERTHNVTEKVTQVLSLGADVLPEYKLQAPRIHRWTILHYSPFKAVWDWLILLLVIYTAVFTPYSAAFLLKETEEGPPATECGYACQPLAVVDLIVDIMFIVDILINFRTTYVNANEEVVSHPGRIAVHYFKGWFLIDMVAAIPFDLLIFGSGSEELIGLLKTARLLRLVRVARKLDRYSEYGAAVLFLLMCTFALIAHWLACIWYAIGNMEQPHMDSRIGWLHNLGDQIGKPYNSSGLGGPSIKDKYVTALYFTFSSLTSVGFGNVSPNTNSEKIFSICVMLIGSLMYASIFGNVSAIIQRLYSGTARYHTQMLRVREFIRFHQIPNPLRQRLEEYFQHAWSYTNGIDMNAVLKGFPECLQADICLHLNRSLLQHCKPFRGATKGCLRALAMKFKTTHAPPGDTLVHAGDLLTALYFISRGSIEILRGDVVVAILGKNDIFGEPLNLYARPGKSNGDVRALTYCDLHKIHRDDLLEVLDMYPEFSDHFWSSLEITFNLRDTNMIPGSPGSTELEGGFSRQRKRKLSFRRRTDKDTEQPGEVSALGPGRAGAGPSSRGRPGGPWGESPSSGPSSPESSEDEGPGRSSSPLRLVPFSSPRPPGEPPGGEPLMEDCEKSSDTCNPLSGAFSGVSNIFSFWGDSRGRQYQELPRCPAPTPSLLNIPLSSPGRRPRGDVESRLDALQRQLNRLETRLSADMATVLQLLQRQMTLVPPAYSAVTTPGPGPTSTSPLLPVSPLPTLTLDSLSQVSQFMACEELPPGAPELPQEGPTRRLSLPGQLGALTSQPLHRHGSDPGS
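U2OS cells transduced with wild-type KCNH2 virus are loaded with FluxOr dye for 45 min, and thallium flux is measured in kinetic reads before and after stimulation buffer. Rate constants are normalized to DMSO controls.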
GALK inhibitor = blocks human galactokinase activity; P51570; Purified GALK, Kinase-Glo residual ATP luminescence; Potency, µM (highest dose often 57.5 µM), inactives show at the highest dose activity change, negative = inhibition, usual class: inhibitors; 270,000 tested, 0.007% active; AID 1868; further: potency means the concentration at half of the fitted maximal effect; on the % scale 0 is the no-effect control and ±100 the full control effect
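Galactose (100 uM) and ATP (35 uM) were turned over by 5 nM GALK for 1 h at RT. Kinase-Glo Plus then converted the remaining ATP into a luminescent signal.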
ASM inhibitor = blocks human secretory acid sphingomyelinase | placental ASM, HMU-PC fluorogenic substrate, 60 min | AID 504937 | P17405 | 340,000 tested, 0.006% active | Potency, µM (series often up to 57.5 µM), for inactives: at the highest dose activity change, negative = inhibition, hits mostly inhibitors; further: potency means the concentration at half of the fitted maximal effect
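Human placenta-derived ASM enzyme was preincubated with compound for 10 minutes at room temperature, then given fluorogenic substrate HMU-PC0 (9 uM final) for 60 minutes at 37 °C; a pH 10 stop preceded fluorescence reading at Ex 386/Em 447 nm.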
Starred values were filed as active, the others as inactive; u = inconclusive; x = not tested or not shown; & = joins results of further samples; [ ] = another dose, or the depositor's remark. Unless noted, the call rests on the fitted dose curve; in most records, active means well fitted curve in the direction sought with a large enough effect; inconclusive means small, poorly fitted or top-dose-only effect, or another doubt; inactive means no such curve, though single readings can be large; an effect the other way counts as inactive or inconclusive. Some of the compounds tested; the hit share may differ from the screen's.

SMILES	Eya2 phos inh	USP2a inh	TSHR antagonist	PKM2 act	Mito fusion act	Menin-MLL TR inh	MBNL1-CUG inh	Chronic BCR inh	KCNH2 WT inh	GALK inhibitor	ASM inhibitor
Cc1ccc(NC(=O)CNCC2CCCCC2)cc1S(=O)(=O)N(C)C	3%	0%	1	3%	0%	x	0%	5%	7	1%	0%
O=C(Cc1ccc(Cl)cc1)N1CCOCC1	10%	0%	1	1%	2%	12%	-5%	-1%	3	2%	-2%
CC1Cc2ccccc2N1S(=O)(=O)c1ccc2c(c1)n(C)c(=O)c(=O)n2C (stereo unspecified)	2%	-7%	-1	0%	-2%	0%	0%	-1%	30	4%	-1%
CN(C)S(=O)(=O)Nc1ccc(Oc2ccccc2)cc1	-3%	2%	-2	8%	0%	-17%	-2%	1%	-13	-3%	0%
Cc1cccc(Oc2ccccc2NC(=O)c2cnccn2)c1	10%	-5%	-2	-6%	1%	-17%	1%	5%	11	1%	-8%
O=C(Cc1cccs1)N(Cc1ccco1)C1(C(=O)NC2CCCC2)CCCCC1	0%	4%	-3	-1%	18%	-5%	3%	-1%	-4	0%	6%
COc1ccc(/C=C2\SC(=S)N(CCCC(=O)Nc3ccccn3)C2=O)cc1OC	8%	4%	-17	-8%	0%	3%	x	u	-8	2%	-15%
COc1cccc(C(=O)NC2CCN(CC(=O)Nc3c(C)cc(C)cc3C)CC2)c1	-10%	0%	-6	-2%	-14%	-12%	-7%	u	x	1%	x
CCOc1cc(N2CCOCC2)c(OCC)cc1NC(=O)Cn1[nH]c(=O)c2ccccc2c1=O	-8%&9%	2%&13%	-5&-2	0%&3%	4%&-2%	3%&-14%	1%&0%	1%&1%	4	7%&-2%	0%
Cc1cc(C)n(-c2ccc(C(=O)OCC(=O)N(CC(C)C)C3CCS(=O)(=O)C3)cc2)n1 (stereo unspecified)	-5%	2%	-37	3%	-4%	u	-9%	u	-7	4%	-1%
CN(C(=O)Nc1ccc(Cl)cc1)c1c2c(nn1C)CCCC2	7%	-1%	-2	-1%	2%	-8%	-3%	6%	3	-2%	2%
CCC1(C)SC(NC(C)=O)=NN1C(C)=O (stereo unspecified)	7%	2%	-3	2%	-9%	6%	-1%	u	-2	1%	-3%
CCc1ccc(N2CC(C(=O)NNC(=O)c3ccc(F)cc3)CC2=O)cc1 (stereo unspecified)	-2%	-1%	x	x	1%	x	x	8%	1	x	6%
O=S(=O)(NCC1CCCO1)c1ccc2oc3ccc(S(=O)(=O)NCC4CCCO4)cc3c2c1 (stereo unspecified)	-8%	2%	-6	27%	-3%	2%	2%	-15%	-13	0%	-4%
O=C(CCS(=O)(=O)c1ccccc1)Nc1nc2c(s1)CCCC2	-5%	1%	-10	10%	0%	5%	-11%	u	-14	0%	1%
O=C(Nc1ccc(C(=O)O)cc1)/C(=C\c1ccccc1)NC(=O)c1ccc(Br)cc1	9%	1%	-5	4%	-1%	x	-5%	0%	1	-2%	1%
COc1cc(C(=O)Nc2ccc(Oc3ncnc4sc(-c5ccccc5)cc34)cc2)cc(OC)c1OC	7%	0%	10	-14%	-8%	1%	-5%	-5%	1	2%	-18%
COc1ccc(-c2nc3cnccn3c2NC(C)(C)CC(C)(C)C)cc1O	-16%	6%	-14	-6%	6%	u	11%	u	-1	0%	272%[activator]
CC(C)(C)OC(=O)NCCC(=O)N/N=C/c1cccc2nccnc12	0%	4%	18	4%	-5%	x	x	u	1	-2%	2%
CC(C)CN(C(=O)C1CCCCC1)C1CCS(=O)(=O)C1 (stereo unspecified)	-15%	2%	-1	x	-2%	x	x	1%	8	x	-1%
COc1ccc(C(C)(C)C)cc1NC(=O)C1C2C=CC(C2)C1C(=O)O (stereo unspecified)	-18%	0%	7	-9%	0%	7%	0%	1%	-2	-1%	-2%
COc1cc(/C=C2\SC(=S)N(CCCCC(=O)O)C2=O)ccc1OS(=O)(=O)c1ccc(C)cc1	13%	-1%	-1	x	3%	x	x	u	2	x	x
N#C/C(=N/Nc1ccccc1[N+](=O)[O-])C(N)=S	-1%	3%	-28	-6%	-12%	x	u	13%	0	x	-6%
NS(=O)(=O)c1ccc(CCNC(=O)c2ccccc2-c2ccccc2)cc1	3%	1%	1	-3%	2%	19%	-5%	u	6	8%	-2%
Cc1ccc(/C=C/C(=O)N2CCc3ccccc32)o1	-3%	0%	-8	9%	10%	u	x	u	-7	1%	-2%

Single records (already shown).
O=C(Cc1cccs1)N(Cc1ccco1)C1(C(=O)NC2CCCC2)CCCCC1 reads Eya2 phos inh = 0%; USP2a inh = 4%; TSHR antagonist = -3; PKM2 act = -1%; Mito fusion act = 18%; Menin-MLL TR inh = -5%; MBNL1-CUG inh = 3%; Chronic BCR inh = -1%; KCNH2 WT inh = -4; GALK inhibitor = 0%; ASM inhibitor = 6%
O=S(=O)(NCC1CCCO1)c1ccc2oc3ccc(S(=O)(=O)NCC4CCCO4)cc3c2c1 (stereo unspecified) reads Eya2 phos inh = -8%; USP2a inh = 2%; TSHR antagonist = -6; PKM2 act = 27%; Mito fusion act = -3%; Menin-MLL TR inh = 2%; MBNL1-CUG inh = 2%; Chronic BCR inh = -15%; KCNH2 WT inh = -13; GALK inhibitor = 0%; ASM inhibitor = -4%

The list goes on:
SMILES	Eya2 phos inh	USP2a inh	TSHR antagonist	PKM2 act	Mito fusion act	Menin-MLL TR inh	MBNL1-CUG inh	Chronic BCR inh	KCNH2 WT inh	GALK inhibitor	ASM inhibitor
CCOC(=O)N1CCC(NC(=O)C2CCN(S(=O)(=O)c3cccc4cccnc34)CC2)CC1	8%	-6%	17	-14%	4%	3%	-12%	8%	-3	0%	1%
CCOc1ccc(-n2cc(C(=O)Nc3cccc(Cl)c3)c3cc(OC)c(OC)cc3c2=O)cc1	-5%	-1%	-10	5%	13%	4%	-14%	-9%	-5	4%	u
O=C(COC(=O)c1ccccc1NS(=O)(=O)c1cc([N+](=O)[O-])ccc1Cl)c1ccccc1	12%	2%	7	1%	-5%	-8%	4%	-1%	x	1%	x
Cc1cc(NC(=O)c2ccc(C)o2)no1	7%	0%	1	-4%	-1%	x	2%	1%	-4	-1%	1%
NC(=O)c1nsc(C(=O)N(c2ccccc2)C(C(=O)NCC2CCCO2)c2ccc(F)cc2)c1N (stereo unspecified)	-2%	-2%	-14	5%	2%	-6%	6%	2%	-1	-2%	x
CC1CCN(C(=O)CSc2nnc(-c3ccc(S(=O)(=O)N4CCOCC4)cc3)n2C)CC1	-1%	3%	-6	-4%	-3%	1%	-1%	1%	2	-4%	3%
Cc1cccc(CCNC(=O)CCc2c(C)nc3ncnn3c2C)c1	5%	2%	5	6%	5%	-1%	-4%	-2%	-2	0%	-1%
COC(=O)c1cccnc1SCc1ccccc1	2%	2%	-13	u	0%	16%	u	-11%	-2	-3%	0%
COc1ccc(O[C@H]2C=C[C@@H](c3ccccc3)O[C@@H]2CO/N=C(\C)CCN2CCCCc3nc(C)c(C)cc32)cc1	3%	-4%	1	-7%	3%	-15%[11.7 µM]	5%	-14%	x	x	x
CC1CC(C)CN(S(=O)(=O)c2ccc(NC(=O)CN3C(=O)NC(C)(c4ccccc4)C3=O)cc2)C1 (stereo unspecified)	5%	-8%	-7	1%	-3%	41%[activator]	-6%	-5%	-2	4%	-4%
O=C(COc1nncc2ccccc12)NCC(F)(F)F	-2%	1%	-1	-4%	-5%	-9%	-3%	5%	-6	-2%	-5%
CC(C)c1ccc(NC(=S)N2CCCC2)cc1	9%	0%	10	-8%	-13%	0%	-3%	u	-9	4%	2%

Look-ups from the list:
Value of CC(C)(C)OC(=O)NCCC(=O)N/N=C/c1cccc2nccnc12 under KCNH2 WT inh: 1
Value of CCc1ccc(N2CC(C(=O)NNC(=O)c3ccc(F)cc3)CC2=O)cc1 (stereo unspecified) under ASM inhibitor: 6%
